BoNT-A LC inh2: BoNT A light chain protease inhibition | hit rate 0.17% among 360,000 | inhibition, % at 10 µM | multiplex microsphere protease substrate cleavage, flow cytometry; in the data active means inhibition above about 30%; inconclusive means no clear call, values can overlap the other calls; further: plate controls were buffer without enzyme for full effect and enzyme alone for no effect
FadD28 binding: blocks FadD28 binding to the bisubstrate probe; fluorescence polarization; inhibition, % at 12.5 µM; hit rate 0.22% among 360,000; AID 588549; in the data active means inhibition above about 8.5%, passing the limit was not always enough; inconclusive means no clear call, values can overlap the other calls
UGM FP inh: inhibitors of M. tuberculosis UDP-galactopyranose mutase | inhibition, % at 10 µM | P9WIQ1 | purified UGM, fluorescence polarization probe displacement | hit rate 0.06% among 320,000 | AID 504406; in the data active means inhibition above about 10%, passing the limit was not always enough; inconclusive means no clear call, values can overlap the other calls
Target sequence (P9WIQ1 whole entry, looked up): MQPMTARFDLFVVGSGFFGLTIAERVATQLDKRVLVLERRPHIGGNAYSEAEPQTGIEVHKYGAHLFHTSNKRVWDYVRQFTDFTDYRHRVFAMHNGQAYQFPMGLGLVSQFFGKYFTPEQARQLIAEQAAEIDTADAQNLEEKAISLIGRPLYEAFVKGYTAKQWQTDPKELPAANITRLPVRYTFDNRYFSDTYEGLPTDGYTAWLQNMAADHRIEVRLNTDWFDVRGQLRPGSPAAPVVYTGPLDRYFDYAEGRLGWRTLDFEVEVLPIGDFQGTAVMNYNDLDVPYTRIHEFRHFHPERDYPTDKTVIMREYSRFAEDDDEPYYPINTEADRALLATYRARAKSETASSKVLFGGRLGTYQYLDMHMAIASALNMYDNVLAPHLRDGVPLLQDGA
GDH-TPI counter: GDH-TPI coupled enzyme inhibition counter-screen. GDH-TPI coupled enzyme counterscreen, NADH absorbance. inhibition, % at 4.8 µM. hit rate 1.2% among 360,000. AID 588335;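 further: 0% = DMSO wells and 100% = wells lacking the enzyme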
BoNT-F LC inh: inhibitors of Botulinum neurotoxin F light chain protease | Multiplex microsphere protease cleavage assay, flow cytometry | inhibition, % at 10 µM | hit rate 0.22% among 360,000 | AID 588497; in the data active means inhibition above about 35%, passing the limit was not always enough; inconclusive means no clear call, values can overlap the other calls; further: plate controls were buffer without enzyme for full effect and enzyme alone for no effect
CCHFV vOTU inh: CCHFV vOTU protease inhibition; Pep-AMC fluorescence; inhibition, % at 11.5 µM; AID 651958; hit rate 0.55% among 370,000; further: 0% = vehicle wells with enzyme and 100% = no enzyme wells
PrPC TRFRET: cell surface PrPC inhibition, primary TR-FRET screen | P04156 | TR-FRET read-out | inhibition, % at 13.8 µM | hit rate 0.43% among 370,000 | AID 720596; in the data active means inhibition above about 24%; further: 0% = median of the test wells and 100% = reference compound wells
Mtb FBA inh: inhibits M. tuberculosis FBA enzyme; P9WQA3; hit rate 2.3% among 360,000; purified M. tuberculosis FBA, fluorescence read-out; inhibition, % at 1 µM; AID 588726; in the data active means inhibition above about 27%;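 further: 0% = vehicle and 100% = reference inhibitor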
Target sequence (P9WQA3 whole entry, looked up): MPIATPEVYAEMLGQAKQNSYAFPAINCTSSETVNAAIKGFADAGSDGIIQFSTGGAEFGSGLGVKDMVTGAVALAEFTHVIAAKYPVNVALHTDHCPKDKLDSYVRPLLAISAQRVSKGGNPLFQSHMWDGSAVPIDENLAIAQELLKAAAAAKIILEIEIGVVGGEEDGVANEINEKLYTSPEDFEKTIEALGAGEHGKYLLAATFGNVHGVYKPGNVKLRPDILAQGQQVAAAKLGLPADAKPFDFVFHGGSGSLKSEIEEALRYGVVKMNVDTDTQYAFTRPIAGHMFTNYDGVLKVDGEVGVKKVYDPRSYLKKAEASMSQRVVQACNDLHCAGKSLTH
BioA inh: BioA (M. tuberculosis) enzyme inhibition; purified M. tuberculosis BioA enzyme, plate reader; inhibition, % at 9.99 µM; hit rate 0.096% among 360,000; in the data active means inhibition above about 40%; inconclusive means no clear call, values can overlap the other calls
The depositor's hits bear a star; u = inconclusive; x = not tested or not shown. Unless noted, no stated cut-off is given here; in the data, active means inhibition above about 30%; inactive means the rest.

SMILES | BoNT-A LC inh2 | FadD28 binding | UGM FP inh | GDH-TPI counter | BoNT-F LC inh | CCHFV vOTU inh | PrPC TRFRET | Mtb FBA inh | BioA inh
CC(=O)c1ccc(N(C(=O)c2ccco2)C(C(=O)NC2CCCC2)c2cccs2)cc1 (configuration not stated) | -2.3 | 0.9 | 1.6 | 1 | 0 | 5 | -3 | 0 | -0.6
C/C(=N\NC(=O)c1ccccc1F)c1cccc(NC(=O)c2ccccc2)c1 | -0.2 | -3.0 | -0.9 | 5 | 0 | 3 | 9 | -3 | 0.7
CCCCc1nc2ccccc2n1CC(=O)NN | 0.2 | -0.3 | -3.1 | 7 | -4 | -4 | 0 | 0 | x
Cc1[nH]c(=O)c(C#N)c(C)c1CCC(=O)NCc1ccc(Cl)cc1 | -1.2 | 0.5 | 0.2 | -2 | -16 | 16 | 6 | 5 | 1.1
CC1Cc2ccccc2N1C(=O)C1CCCCN1S(=O)(=O)c1ccccc1 (configuration not stated) | u | -1.4 | 2.5 | 2 | 2 | -13 | 2 | 0 | x
CCc1ccccc1NC(=O)CCc1nc(-c2cccs2)no1 | 0.3 | -0.4 | -0.7 | 10 | 2 | -15 | -6 | 5 | x
CNC(=O)N(C1=NCC(C)(C)S1)c1ccc(F)c(Cl)c1 | 0.2 | -0.1 | -2.9 | 7 | 3 | 11 | 6 | 2 | 6.2
COC(=O)c1ccc(CS(=O)(=O)c2ccccc2C)o1 | u | -0.5 | 2.2 | 4 | 1 | -9 | 6 | -2 | -0.8
Cc1nc([N+](=O)[O-])cn1CC(=O)c1ccc(OC(F)(F)F)cc1 | 0.1 | x | 0.1 | -6 | -2 | x | x | 0 | 1.9
COCCCC1CCN(C(=O)C2CCC(=O)N(C3CCCC3)C2)CC1 (configuration not stated) | 1.5 | 0.0 | 1.7 | -1 | -2 | 3 | -4 | -2 | 0.7
CCOC1(OCC)C(c2ccc(Cl)cc2)C(C#N)(C#N)C1(OCC)OCC (configuration not stated) | 0.2 | -3.4 | -0.2 | 6 | 3 | 2 | 9 | -6 | 1.3
COCCNc1nc(Oc2cncc(Cl)c2)c2sccc2n1 | 0.5 | -1.5 | x | 19 | 2 | 12 | -2 | 4 | 1.6
COc1ccc(CCNC(=O)C2CCN(S(=O)(=O)c3cc(OC)ccc3OC)CC2)cc1 | -0.5 | -6.1 | -1.1 | -4 | -3 | -5 | -7 | -2 | 4.0
COc1ccccc1NC(=O)CC12CC3CC(CC(Br)(C3)C1)C2 | 1.1 | -1.6 | -1.3 | 2 | 1 | 8 | -4 | -3 | -2.1
CCOC(=O)N1CCN(C(=O)c2ccc(CSc3ccc(Cl)cc3)cc2)CC1 | -0.8 | 0.0 | x | -2 | -1 | -8 | 5 | 1 | x

Compound profiles, as listed above.
Results for `COC(=O)c1ccc(CS(=O)(=O)c2ccccc2C)o1` : BoNT-A LC inh2: u; FadD28 binding: -0.5; UGM FP inh: 2.2; GDH-TPI counter: 4; BoNT-F LC inh: 1; CCHFV vOTU inh: -9; PrPC TRFRET: 6; Mtb FBA inh: -2; BioA inh: -0.8
Results for `CC(=O)c1ccc(N(C(=O)c2ccco2)C(C(=O)NC2CCCC2)c2cccs2)cc1` (configuration not stated) : BoNT-A LC inh2: -2.3; FadD28 binding: 0.9; UGM FP inh: 1.6; GDH-TPI counter: 1; BoNT-F LC inh: 0; CCHFV vOTU inh: 5; PrPC TRFRET: -3; Mtb FBA inh: 0; BioA inh: -0.6

Going on with the list:
SMILES | BoNT-A LC inh2 | FadD28 binding | UGM FP inh | GDH-TPI counter | BoNT-F LC inh | CCHFV vOTU inh | PrPC TRFRET | Mtb FBA inh | BioA inh
O=C(NCc1cccs1)C1CCN(S(=O)(=O)c2cccc([N+](=O)[O-])c2)CC1 | -5.3 | -2.4 | -1.5 | 4 | -10 | 3 | -6 | 2 | x
Cc1ccc(CC(=O)N2CCN(c3ccccn3)CC2)cc1 | -0.1 | 0.2 | -0.2 | 14 | -28 | -1 | -4 | 10 | 1.4
CN(C)c1ncnc2c1ncn2[C@H]1CN(Cc2cccnc2)C[C@@H](CO)O1 | 0.1 | -1.2 | x | 5 | 0 | -6 | 1 | 1 | -1.5
Cc1ccc2oc3nc(C)c(C(=O)O)cc3c(=O)c2c1 | 0.3 | 1.7 | -3.0 | 8 | 7 | 4 | -2 | 16 | -0.9
Cc1ccccc1NC(=O)Cc1nc(COC(=O)C(C)C)cs1 | -2.4 | -1.4 | 0.5 | 4 | -6 | -7 | 4 | 0 | -1.8
COc1ccccc1C(=O)NCC(=O)NCCSc1ccc(Br)cc1 | -0.8 | x | -4.2 | 3 | -4 | 4 | 5 | -1 | -0.1
O=C1CC(SCCO)C(=O)N1c1ccc(Oc2ccccc2)cc1 (configuration not stated) | 1.0 | -1.6 | 3.7 | -2 | 5 | -2 | 3 | 3 | 0.6
Cc1ccccc1OCC(=O)NNC(=O)Cn1[nH]c(=O)c2ccccc2c1=O | -0.9 | -1.1 | 2.4 | -6 | -6 | 8 | -6 | -1 | 0.0
COc1ccc(-c2ccc3oc(-c4ccsc4)cc(=O)c3c2)cn1 | 0.4 | -0.6 | 3.6 | 15 | 0 | -11 | -5 | 4 | -2.1
CC(=O)Nc1ccc(-c2c(C)cc3oc(=O)cc(-c4ccccc4)c3c2C)cc1 | 0.2 | -6.1 | x | 11 | -1 | 0 | 3 | 0 | 1.8
CCc1cccc(C)c1NC(=O)CN(C)Cc1cccc(F)c1 | -1.1 | -1.8 | x | -4 | -14 | 3 | 7 | 1 | -1.4
C=CCNC(=O)/C(=C\c1ccc(OC)cc1)NC(=O)c1ccc([N+](=O)[O-])cc1 | -0.2 | 0.0 | 3.3 | 10 | -6 | 11 | -31 | -1 | x
Cc1ccccc1NC(=O)CN1C(=S)NC(C)(C)CC1C (configuration not stated) | 1.3 | 0.0 | -1.5 | 12 | 2 | -1 | 2 | 4 | -2.1
Cc1ccc(C2SCC(=O)N2Cc2ccccc2)cc1 (configuration not stated) | -1.0 | -2.1 | 1.6 | 10 | -5 | 11 | 3 | 3 | -0.4
CC(C)(C)n1nnnc1C(c1cccnc1)N1CCN(c2cccc(C(F)(F)F)c2)CC1 (configuration not stated) | 0.2 | -1.5 | -1.3 | -2 | -15 | 7 | 6 | -1 | 0.7
Clc1ccc(-c2nn3c(C4COc5ccccc5O4)nnc3s2)cc1 (configuration not stated) | 0.1 | -0.3 | 0.1 | -1 | -5 | -8 | -1 | -2 | 0.8
COc1ccc(C2CC(=O)N(C)c3ccccc3S2)cc1 (configuration not stated) | -0.3 | -1.2 | -0.2 | 2 | -3 | -14 | -5 | -2 | 1.1
Cc1ccc(C(=O)CCNc2ccc(F)c(Cl)c2)o1 | -0.5 | -2.3 | -1.4 | -6 | -6 | -8 | 5 | -1 | 0.7
O=C(CSc1ncnc2ccccc12)c1cccs1 | 1.9 | -0.2 | -2.1 | 10 | 7 | -3 | -22 | -3 | x
O=C(CCSCc1ccccc1F)NCCc1ccccc1 | -0.5 | -3.5 | 1.0 | -5 | -1 | -16 | 10 | 2 | 1.3
CCC(=O)Nc1ccc(Cl)c(NC(=O)c2ccccc2OC)c1 | -0.1 | -0.6 | -3.5 | 4 | -2 | -3 | -6 | 1 | x
CCn1c(/C=C/Nc2ccccc2)[n+](CC)c2cc(Cl)c(Cl)cc21 | 3.1 | 2.0 | -2.1 | 18 | 7 | 11 | 0 | 0 | 1.5
CCCCCOc1ccc2oc(=O)c3c(c2c1)CCCN3C(=O)CN1CCCC(C(=O)OCC)C1 (configuration not stated) | -2.4 | -4.0 | -2.8 | 9 | -30 | 15 | -1 | 2 | -0.8
COc1ccc(OC)c(-c2csc(NC(=O)C3=NNC(=O)CC3)n2)c1 | -1.2 | 0.7 | -0.4 | 4 | -7 | 16 | 5 | 2 | 0.3
COc1ccc(C(=O)N2[C@@H](C(C)C)COc3cc(Br)ccc3S2(=O)=O)cc1 | -0.3 | -1.5 | x | 3 | -7 | -1 | 7 | -3 | -0.2
CC(=O)c1cccc(Nc2ccc(Br)cc2)c1 | 0.7 | 1.6 | x | x | 0 | 22 | 4 | 1 | -0.4
COC(=O)C1=C(C)N=C2SC(C#N)=C(N)N2C1c1cccc(OC)c1 (configuration not stated) | 0.6 | 0.4 | 5.3 | 5 | -17 | 10 | -22 | -4 | x
COc1ccccc1NC(=O)c1cnc2c(-c3ccccc3)c(C)nn2c1C | -0.2 | -0.7 | -2.1 | 8 | 0 | -2 | -2 | 3 | x
CCOc1cc2[nH]c(=S)n(Cc3ccc(C(=O)O)cc3)c(=O)c2cc1OCC | -0.7 | -3.8 | -1.9 | 2 | -15 | 3 | 1 | -2 | x
COC(=O)C1=C(CS(=O)(=O)c2ccc(Cl)cc2)NC(=O)NC1c1ccc(O)c(OC)c1 (configuration not stated) | -0.1 | -3.7 | -1.2 | 6 | -2 | 9 | -2 | 1 | 2.6
Cc1cc(C(=O)OCc2nc3ccccc3s2)c(C)o1 | 0.0 | -0.1 | 2.9 | 3 | 0 | 2 | -5 | 2 | -3.3
COC(=O)C1=C(c2c(C)noc2C)C[C@@H]2CC[C@H]1N2C(=O)NCc1ccco1 | 0.1 | -1.1 | -2.5 | 4 | 0 | 2 | -2 | 0 | 0.0
CNc1nc(Sc2ccccc2)cc(C(F)(F)F)n1 | 1.0 | -0.6 | -1.5 | 16 | u | -3 | 0 | 1 | -1.6
O=C(Cc1ccccc1)NCC(=O)N1CCC1 | -0.5 | -3.8 | -6.9 | -14 | 9 | -19 | -7 | -1 | 0.3
COc1ccccc1OCC(=O)NC1CCCc2ccccc21 (configuration not stated) | -0.4 | -4.1 | -2.5 | -16 | -9 | -2 | -7 | -1 | 0.6
O=C(CSc1nc2[nH]ncc2c(=O)[nH]1)Nc1cc(C(F)(F)F)ccc1Cl | -0.2 | -5.7 | x | -5 | -2 | -1 | 5 | 0 | -0.5
Cc1ccc(C2(c3ccc(C)cc3)CC2C(=O)Nc2ccc([N+](=O)[O-])cc2O)cc1 (configuration not stated) | -1.0 | -7.1 | 0.8 | 5 | -12 | 34* | 5 | -6 | -1.1
CC1CCN(Cc2cc(=O)oc3ccc(C(C)C)cc23)CC1 | -2.6 | x | 2.4 | 8 | -1 | 9 | 0 | 1 | 2.5
O=C(CCNC(=O)C1CCN(S(=O)(=O)c2ccc(F)cc2)CC1)NCc1ccccc1 | 0.6 | -4.9 | 0.4 | 0 | 3 | -14 | 7 | -3 | -1.3
CCCCOc1ccc(NC(=O)[C@@H]2CCCN2C(=O)C2CCN(S(=O)(=O)c3ccc(C)cc3)CC2)cc1 | -0.1 | 1.5 | -0.2 | 8 | 0 | 2 | 1 | -2 | x
CCOC(=O)c1ccccc1-c1cn2cc(Cl)ccc2n1 | 1.0 | -3.0 | 2.7 | 1 | 0 | 4 | 0 | 3 | 6.7
Oc1ccc(Br)cc1Cn1nnc2ccccc21 | 2.1 | -4.7 | 0.9 | 5 | u | 1 | 3 | 4 | 6.8
Cc1cc(=O)[nH]c2ccc(S(=O)(=O)NCc3ccccc3)cc12 | -1.2 | x | 4.3 | 4 | -7 | 19 | 10 | 0 | -1.4
Cc1cccc(N2C(=O)CC(Sc3nc(C)c4c(n3)CCCC4)C2=O)c1 (configuration not stated) | 0.3 | -2.4 | 1.5 | 2 | -6 | 9 | -2 | 0 | 0.5
CCC(C)NC(=O)C1c2ccccc2C(=O)N1Cc1ccc(OC)cc1OC (configuration not stated) | -1.5 | -2.2 | -2.1 | 4 | -6 | 14 | 7 | -1 | -1.3
COC(=O)C1=C(c2ccc(F)cc2OCc2ccccc2)C[C@@H]2CC[C@H]1N2C(=O)NCCOc1ccccc1 | -0.6 | -4.1 | -0.8 | -7 | -7 | 2 | 4 | -2 | -0.5
CCOC(=O)C1CCN(C(=O)c2cc3ccc(OC)cc3[nH]2)CC1 | -1.7 | x | 4.0 | 2 | 18 | 3 | -2 | 0 | -2.4
Cn1cc(S(=O)(=O)N2CCC(Cc3ccccc3)CC2)c(=O)n(C)c1=O | 0.2 | -4.1 | -3.8 | -3 | 7 | 8 | 0 | -2 | -1.0
COC(=O)c1c(C)oc2ccc(N(C(C)=O)S(=O)(=O)c3ccccc3)cc12 | 1.9 | x | 0.9 | 3 | 3 | 5 | 10 | 1 | 8.9
COc1ccc(OCC(=O)OCC(=O)Nc2cc(S(=O)(=O)N3CCOCC3)ccc2Cl)cc1 | 0.2 | -2.6 | -0.7 | -2 | -5 | 11 | 6 | -3 | -1.3

Bioassay records (PubChem BioAssay)
